Screens (PubChem)
BoNT-F LC inh – inhibitors of Botulinum neurotoxin F light chain protease | AID 588497 | inhibition, % at 10 µM | actives 0.22% (n = 360,000) | Multiplex microsphere protease cleavage assay, flow cytometry; in the data active = inhibition above about 35%, passing the limit was not always enough; inconclusive = no clear call, values can overlap the other calls; also: plate controls were buffer without enzyme for full effect and enzyme alone for no effect
FadD28 binding – blocks FadD28 binding to the bisubstrate probe; inhibition, % at 12.5 µM; actives 0.22% (n = 360,000); AID 588549; fluorescence polarization; in the data active = inhibition above about 8.5%, passing the limit was not always enough; inconclusive = no clear call, values can overlap the other calls
Y pestis TopoI – Y. pestis Topo-I inhibition via cleavage products | Y. pestis Topo-I cleavage product accumulation, plate reader | activity, % at 10 µM | actives 0.064% (n = 360,000) | AID 504884; in the data active = activity above about 50%, passing the limit was not always enough; inconclusive = no clear call, values can overlap the other calls; also: inactives centre near 2
PrPC surface inh – inhibitors of human cell surface prion protein PrPC; TR-FRET read-out; inhibition, % at 13.8 µM; P04156; actives 0.43% (n = 370,000); in the data active = inhibition above about 24%; also: 0% = median of the test wells and 100% = reference compound wells
CCHFV vOTU inh – CCHFV vOTU protease inhibition; Pep-AMC fluorescence; AID 651958; inhibition, % at 11.5 µM; actives 0.55% (n = 370,000); in the data active = inhibition above about 30%; also: 0% = vehicle wells with enzyme and 100% = no enzyme wells
TcdB GH inh – TcdB glycohydrolase inhibition | P18177 | TcdB glycohydrolase enzymatic assay, plate reader | inhibition, % at 9.99 µM | actives 0.24% (n = 350,000) | AID 652162; in the data active = inhibition above about 10%
BoNT A protease – BoNT A light chain protease inhibition | actives 0.17% (n = 360,000) | multiplex microsphere protease substrate cleavage, flow cytometry | inhibition, % at 10 µM; also: plate controls were buffer without enzyme for full effect and enzyme alone for no effect
Anthrax LF inh2 – blocks Bacillus anthracis lethal factor protease | actives 0.12% (n = 360,000) | inhibition, % at 10 µM | AID 588501 | multiplex microsphere protease cleavage assay, LF; also: plate controls were buffer without enzyme for full effect and enzyme alone for no effect
Target sequence (P15917 whole entry, looked up): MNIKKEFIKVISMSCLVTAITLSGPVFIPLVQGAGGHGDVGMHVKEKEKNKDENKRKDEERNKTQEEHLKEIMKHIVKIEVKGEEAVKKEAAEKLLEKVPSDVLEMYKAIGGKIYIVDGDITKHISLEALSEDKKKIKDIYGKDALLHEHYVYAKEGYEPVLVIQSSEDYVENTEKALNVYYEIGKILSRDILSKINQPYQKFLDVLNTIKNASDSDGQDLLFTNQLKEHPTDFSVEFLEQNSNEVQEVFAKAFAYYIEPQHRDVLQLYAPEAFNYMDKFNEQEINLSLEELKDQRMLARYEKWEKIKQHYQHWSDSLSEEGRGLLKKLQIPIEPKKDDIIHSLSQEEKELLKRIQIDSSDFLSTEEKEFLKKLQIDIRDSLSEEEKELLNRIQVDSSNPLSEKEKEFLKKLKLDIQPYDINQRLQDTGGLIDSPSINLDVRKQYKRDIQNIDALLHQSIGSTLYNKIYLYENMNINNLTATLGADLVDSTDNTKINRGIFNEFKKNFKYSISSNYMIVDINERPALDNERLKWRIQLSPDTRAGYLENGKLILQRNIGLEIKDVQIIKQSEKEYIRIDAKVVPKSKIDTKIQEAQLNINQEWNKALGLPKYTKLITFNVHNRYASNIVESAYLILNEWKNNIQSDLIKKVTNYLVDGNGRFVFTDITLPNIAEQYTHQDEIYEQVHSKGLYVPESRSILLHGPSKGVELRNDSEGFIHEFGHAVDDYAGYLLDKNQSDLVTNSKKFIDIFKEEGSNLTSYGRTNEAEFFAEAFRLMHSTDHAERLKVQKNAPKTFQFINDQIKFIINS
PfHsp40 rescue – compounds rescuing yeast from Plasmodium falciparum HSP40 toxicity. S. cerevisiae expressing PfHsp40, growth rescue, ATP luminescence. growth rescue, % at 12.5 µM. actives 0.68% (n = 340,000); in the data active = growth rescue above about 28%, passing the limit was not always enough; inconclusive = no clear call, values can overlap the other calls;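 also: yeast W303a lacking pdr1 and pdr3 grown in galactose medium; growth measured after three days at 30 °C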
An asterisk follows results filed as active; ? = inconclusive; . = not tested or not shown. Rule as the data show it, unless noted: active = inhibition above about 30%; inconclusive = no clear call, values can overlap the other calls; inactive = below that.

SMILES	BoNT-F LC inh	FadD28 binding	Y pestis TopoI	PrPC surface inh	CCHFV vOTU inh	TcdB GH inh	BoNT A protease	Anthrax LF inh2	PfHsp40 rescue
Cc1nc2cc(C(=O)N3CCc4ccccc43)ccc2n1-c1ccc(F)c(F)c1	0	-2.5	24	8	-7	0.0	0.1	0	1.7
CCOC(=O)c1sc2nc(SCC(=O)N(CC)CC)n(CCCN3CCCC3=O)c(=O)c2c1C	-9	-4.7	25	8	1	0.0	-0.3	0	0.5
NC(=O)CSc1nnc(Cc2csc(Nc3ccc(F)cc3)n2)n1Cc1ccccc1	-8	-1.3	26	1	0	.	-0.6	-3	1.7
COCCn1c(SCC(=O)N2CCCCC2)nc2c(c1=O)SCC2	6	-0.4	-1	1	1	0.2	-1.2	3	-0.7
COc1ccc(C(=O)COC(=O)CCn2c(C)csc2=O)c(OC)c1	2	-2.9	-8	8	-13	-9.7	-0.1	-2	.
COc1ccc(CNc2ncnc3cc(Cl)ccc23)cc1OC	7	-3.5	7	8	1	0.1	0.3	4	-1.7
Cc1ccccc1-n1c(CSC(=N)N)nc2ccccc2c1=O	6	-2.4	5	-8	-8	.	0.9	0	-2.3
Cn1c(=O)cc(N2CCN(C(=O)c3ccco3)CC2)[nH]c1=O	-1	-3.5	-6	-2	-5	0.0	0.2	-5	-0.6
CN1C(N)=NC(=O)/C1=C/c1ccccc1F	-4	-1.4	1	-14	1	1.2	-0.1	1	0.3
Cc1ccc(-n2ncc3c(=O)[nH]c(SCC(=O)N4CCN(c5ccccc5)CC4)nc32)cc1	-25	-2.9	-2	-2	1	.	-1.5	-8	0.2
COc1ccc(NC(=O)C2CC2)cc1NS(=O)(=O)c1ccc(F)cc1	-11	-0.2	-2	2	-5	.	-1.2	-11	0.7
NC(=NCCc1ccccc1)NS(=O)(=O)c1ccc(F)cc1	-1	-1.1	0	11	10	.	-0.3	0	-0.1
CC(Oc1ccc(Br)cc1)C(=O)NCC(c1ccco1)N1CCCCC1 (configuration not stated)	-9	-3.4	10	-3	1	-0.4	-4.6	2	1.3
CN(CC(=O)Nc1cccc(F)c1)C(=O)c1cccc(N2C(=O)CCC2=O)c1	8	-2.4	0	-5	-6	1.1	1.3	7	-1.3
COc1ccc(CCNC(=O)C2CC3Cn4c(nc5ccccc54)C3N2C)cc1 (configuration not stated)	-2	-0.2	3	-2	-11	0.6	0.3	-8	-2.6
COc1cc(-c2cc(=O)c3ccccc3o2)ccc1O	1	-1.9	1	-1	5	3.7	1.4	-8	3.8
O=c1oc2ccccc2c(O)c1C(c1ccccn1)c1c(O)c2ccccc2oc1=O	-3	-4.9	5	-1	2	0.9	0.0	-3	2.7
O=C(COc1ccc2ccccc2c1Br)Nc1ccncc1	-9	-12	23	60*	15	-0.4	2.0	-2	0.2
Cc1ccc(C)c(S(=O)(=O)Nc2ccc3cn[nH]c3c2)c1	6	-1.3	1	-2	-4	0.3	-1.8	2	0.8
CSc1nc(N2CCOCC2)c2ccccc2n1	0	0.1	0	14	-5	-0.9	-0.8	0	0.7

Laid out differently: results already given
mol: NC(=NCCc1ccccc1)NS(=O)(=O)c1ccc(F)cc1
  BoNT-F LC inh: -1 | FadD28 binding: -1.1 | Y pestis TopoI: 0 | PrPC surface inh: 11 | CCHFV vOTU inh: 10 | TcdB GH inh: . | BoNT A protease: -0.3 | Anthrax LF inh2: 0 | PfHsp40 rescue: -0.1

mol: CC(Oc1ccc(Br)cc1)C(=O)NCC(c1ccco1)N1CCCCC1 (configuration not stated)
  BoNT-F LC inh: -9 | FadD28 binding: -3.4 | Y pestis TopoI: 10 | PrPC surface inh: -3 | CCHFV vOTU inh: 1 | TcdB GH inh: -0.4 | BoNT A protease: -4.6 | Anthrax LF inh2: 2 | PfHsp40 rescue: 1.3

mol: CN(CC(=O)Nc1cccc(F)c1)C(=O)c1cccc(N2C(=O)CCC2=O)c1
  BoNT-F LC inh: 8 | FadD28 binding: -2.4 | Y pestis TopoI: 0 | PrPC surface inh: -5 | CCHFV vOTU inh: -6 | TcdB GH inh: 1.1 | BoNT A protease: 1.3 | Anthrax LF inh2: 7 | PfHsp40 rescue: -1.3

mol: COc1ccc(CCNC(=O)C2CC3Cn4c(nc5ccccc54)C3N2C)cc1 (configuration not stated)
  BoNT-F LC inh: -2 | FadD28 binding: -0.2 | Y pestis TopoI: 3 | PrPC surface inh: -2 | CCHFV vOTU inh: -11 | TcdB GH inh: 0.6 | BoNT A protease: 0.3 | Anthrax LF inh2: -8 | PfHsp40 rescue: -2.6

Continuation:
SMILES	BoNT-F LC inh	FadD28 binding	Y pestis TopoI	PrPC surface inh	CCHFV vOTU inh	TcdB GH inh	BoNT A protease	Anthrax LF inh2	PfHsp40 rescue
Nc1c(C(=O)c2cccs2)sc2nsc(SCCN3CCCCC3)c12	.	1.8	3	-20	8	-0.6	.	.	0.1
Cc1ccccc1C(=O)Oc1ccccc1N1C(=O)C2CC=CCC2C1=O (configuration not stated)	-6	-5.6	-4	-8	-10	.	0.2	-1	-0.8
Cc1cccn2cc(CNC(=O)c3ccco3)nc12	-3	-0.3	4	-3	17	.	-0.3	1	0.6
Cc1ccc(C)c(N2CCN(C(=O)CCCn3c(=O)c4cccn4c4cccnc43)CC2)c1	-3	-5.1	37	12	13	0.4	-2.2	-1	6.4
CCCC(=O)Nc1nnc(Cc2ccccc2)s1	-1	-0.6	8	17	0	.	-1.6	-3	1.0
O=C(NCCCN1CCOCC1)c1ccc(-n2nc(C(F)(F)F)cc2-c2cccs2)cc1	-7	-9.7	3	-3	-3	.	-0.1	-2	-0.2
COc1ccc(CCNC(=O)CNC(=O)Cn2ccc3ccccc3c2=O)cc1OC	-2	-3.9	3	-1	-1	1.2	0.2	-1	-0.2
CC(C)(C)OC(=O)N1CCC[C@H]1C(=O)N/N=C/c1ccc2ncccc2c1	-6	-3.2	-4	-14	10	9.7	-0.6	2	-1.4
Cc1ccc(-c2onc3ccc(C(=O)/C=C/N(C)C)cc23)cc1	26	-2.8	-2	-3	-9	0.1	9.6	-8	0.1
Cc1nc2ccccc2c2c(N)c3ccccc3n12	-11	-1.7	-13	-10	-12	3.2	0.5	-6	-0.8
CCOC(=O)[C@H]1[C@H]2COc3ccc(Cl)cc3[C@@H]2N2C(=O)c3ccc(F)cc3NC(=O)[C@@]12C	-3	-4.6	3	6	7	0.7	0.1	-6	3.4
CCN(CC)C(=O)C1CCCN(c2ccc([N+](=O)[O-])cc2[N+](=O)[O-])C1 (configuration not stated)	-1	0.9	4	-34	3	1.3	0.3	-4	-1.0
Cc1cc(F)ccc1S(=O)(=O)N1CCCOC1CNC(=O)C(=O)NCc1cccnc1 (configuration not stated)	-8	-3.1	5	-7	5	1.0	0.1	3	0.3
O=C(C1=C[C@H](c2csc3ccccc23)C[C@H](OCCCCO)O1)N1CCN(Cc2ccc3c(c2)OCO3)CC1	-5	-3.7	31	6	-6	2.5	0.2	1	-0.5
COc1ccc(-c2nc(CS(=O)CC(=O)NC3CCCC3)c(C)o2)cc1 (configuration not stated)	6	-0.7	6	14	-12	-0.4	1.4	-1	-1.5
CCC(=O)Nc1nc2ccccc2n1Cc1ccccc1C	2	0.4	8	5	-2	-1.2	-0.7	4	0.0
CC(C)(C)NC(=O)Cn1c(SCC(=O)N2CCCCCC2)nc2ccccc21	6	-2.7	8	-1	-5	.	0.2	-1	-0.2
COc1ccc(CN2CCCCCC2)c(C)c1C	0	-0.2	13	-6	-17	.	?	-7	-0.7
C/C(N)=C(/C#N)C(=O)COC(=O)C1CCN(S(=O)(=O)c2cccs2)CC1	-8	0.5	-1	8	3	-1.5	0.0	-3	-1.0
Cc1cccc(C2NS(=O)(=O)N=C2N)c1 (configuration not stated)	?	0.4	3	0	-10	.	?	?	-1.3
CC(Oc1ccccc1F)C(=O)NNC(=O)CC(C)c1ccccc1 (configuration not stated)	2	-3.8	-8	-4	-4	-0.6	2.2	0	0.0
O=C(Nc1ccc(-n2ccc(C(F)(F)F)n2)cc1)Nc1cccc(Cl)c1	-3	-0.9	-2	18	14	1.6	-0.3	2	?
CC(Nc1cccc2ccccc12)C(=O)N/N=C/c1ccc([N+](=O)[O-])cc1 (configuration not stated)	-8	-5.1	-25	-38	104*	.	-0.3	-3	2.4
COc1ccc(CCN(CC(=O)NC2CCCC2)C(=O)Cn2nnc(-c3ccc(C)o3)n2)cc1OC	-1	-3.3	6	6	-5	1.0	-0.8	1	0.4
O=[N+]([O-])c1cc(C(F)(F)F)cc([N+](=O)[O-])c1NCCN1CCNCC1	-20	-0.3	-20	-29	1	1.2	-3.5	-10	-0.8
COc1ccccc1NC(=O)c1ccc(COc2ccccc2Br)o1	11	-2.0	17	1	0	1.5	-1.7	6	-2.1
COc1ccc(S(=O)(=O)c2c(C)c(NS(=O)(=O)c3ccccc3)cc(C)c2O)cc1	4	-4.0	14	6	-3	-0.4	0.1	1	0.4
COC(=O)c1ccc(NC(=O)c2ccc3nsnc3c2)cc1	-4	-0.7	-7	-6	8	0.0	0.5	-1	-0.6
CSc1ccc(CNC(=O)C2CCC(=O)N(CC3CCCCC3)C2)cc1 (configuration not stated)	1	-1.5	32	11	7	1.0	-0.1	-2	.
CC(C)(C)CC(=O)NCCCCCCNC(=O)CC(C)(C)C	-2	-4.0	-7	0	1	.	0.3	-2	-0.5
CC(=O)NC(CC(=O)Nc1cc(Cl)ccc1-n1cncn1)c1ccccc1 (configuration not stated)	.	-0.2	-4	-4	-5	-0.9	.	.	-0.1
COc1ccccc1C(CC(=O)N1CCCC1)c1ccc2c(c1)OCO2 (configuration not stated)	-5	1.6	-2	8	5	1.8	0.0	1	0.1
O=[N+]([O-])c1cn(Cc2ccc(Cl)cc2)cn1	-4	0.7	-1	9	16	.	0.6	0	-1.1
CCOC(=O)c1c(C)[nH]c(C)c1C(=O)CN1C(=O)NC(CC(C)C)C1=O (configuration not stated)	19	0.8	6	.	.	.	1.2	1	-0.4
Cc1ccc(CC2(C)C(=O)Nc3c(Cl)ccc(Cl)c32)cc1 (configuration not stated)	-1	-3.6	23	21	3	4.3	-0.1	-1	.
CCc1ccccc1N(C)S(=O)(=O)c1cc(-c2cc(C)no2)ccc1OC	0	-2.7	23	0	12	0.5	0.2	1	-0.1
COc1ccc(C(=O)Nc2ccc(S(=O)(=O)NCc3ccco3)cc2)cc1OC	1	-1.0	-1	15	-2	.	-0.3	-8	0.9
COc1ccc(/C=C(\NC(=O)c2ccc(Cl)cc2)C(=O)NCc2cccnc2)cc1OC	-3	-3.9	-1	-6	1	1.7	-0.5	-4	.
COc1ccc(N2CCN(C(=O)CN(c3cccc(OC)c3)S(=O)(=O)c3ccccc3)CC2)cc1	4	0.2	23	-6	3	0.7	0.4	1	2.6
NC(=O)CSc1nnc(SCc2ccc(F)cc2)s1	-7	-0.6	2	4	-6	3.9	-1.2	-9	-0.9
OC(COc1ccc(F)cc1)CN1CCN(c2ccccc2F)CC1 (configuration not stated)	24	-1.7	2	0	-12	0.1	4.0	3	0.3
CCC1(C)CC(=O)N(c2ccc(C(=O)O)c(O)c2)C1=O (configuration not stated)	2	-3.7	-2	-1	0	.	-0.4	-2	-0.8
COc1cc2c(cc1NC(=O)c1cc(-c3ccncc3)nc3ccccc13)oc1ccccc12	-60	-3.5	0	5	3	1.1	2.3	-10	-0.7
Cc1cc(C(=O)Nc2c(C)cccc2C)n(-c2ccccc2)n1	-4	-4.4	0	5	1	-0.5	0.3	-2	-0.7
Cc1ccccc1OCC(=O)Nc1nnc(C2CCCC2)s1	-1	-3.9	0	-6	-7	0.0	-0.5	-1	1.5
O=C1c2ccc(-c3ccc(Cl)c(C(F)(F)F)c3)cc2S(=O)(=O)c2cccc(C(=O)N3CCN(c4ccc(Cl)cn4)CC3)c21	-5	-3.5	-1	-5	2	0.2	0.1	0	0.6
Cc1nnc(SCC(=O)c2ccccc2)n1Cc1ccccc1	-3	-1.2	13	6	1	.	-0.8	-1	0.2
Cc1cc(C)n(-c2ccc(C(=O)OCC(=O)Nc3cc(S(C)(=O)=O)ccc3Cl)cc2)n1	-5	-1.9	16	-6	3	0.1	-0.4	-5	-1.1
O=C(C(Sc1ccccc1)c1ccccc1)N1CCOCC1 (configuration not stated)	-11	-5.2	6	-1	-8	.	-0.4	-5	-2.2
COc1ccc(-c2nn(-c3ccccc3C)cc2CNC(C)c2cn(C)nc2C)cc1F (configuration not stated)	-6	0.5	5	0	-5	-0.2	-0.4	2	1.5
Cn1nnnc1SCC(=O)Nc1ccc(N2CCOCC2)cc1	-8	-0.8	-2	-2	2	0.8	-1.2	-4	0.5
